ZTA DNA inh = ZTA (EBV) inhibition in EBNA-1 counter-screen. inhibition, % at 11 µM. ZTA-DNA binding, fluorescence polarization. 320,000 compounds, 0.15% hits. P03206; in the data active = inhibition above about 33%
PAFAH2 FP inh = PAFAH2 (human) inhibition. Q99487. recombinant PAFAH2, FP-rhodamine activity probe, fluorescence polarization. inhibition, % at 3.39 µM. 340,000 compounds, 0.99% hits;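 active = inhibition above the mean over all tested compounds plus 3 SD, cut at about 30% in these data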;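 also: inhibitors block probe labeling of enzyme so polarization drops; 0% = enzyme with DMSO and 100% = wells lacking PAFAH2 protein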
pPAFAH inh = pPAFAH (human) enzyme inhibition. Q13093. recombinant pPAFAH, FP-rhodamine probe fluorescence polarization. inhibition, % at 3.39 µM. 330,000 compounds, 1.5% hits. AID 463082;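 active = inhibition above the mean inhibition across the screen plus 3 SD, cut at about 25% in these data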;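 also: inhibitors block binding of the rhodamine activity-based probe so polarization drops; 0% = enzyme with DMSO and 100% = wells lacking pPAFAH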
PAFAH1B3 inh = PAFAH1B3 (human) inhibition | Q15102 | recombinant PAFAH1B3, FP-rhodamine probe, fluorescence polarization | inhibition, % at 3.39 µM | 340,000 compounds, 0.28% hits | AID 492972;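 active = inhibition above the screen-wide average of all tested compounds plus 3 SD, cut at about 25% in these data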;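 also: 0% = enzyme with DMSO only and 100% = wells lacking PAFAH1B3 protein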
PAFAH1B2 inh = PAFAH1B2 (human) inhibition. P68402. recombinant PAFAH1B2, FP-rhodamine activity probe, fluorescence polarization. inhibition, % at 3.39 µM. 340,000 compounds, 1.2% hits. AID 492953;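 active = inhibition above the mean of all tested compounds plus 3 SD, cut at about 24% in these data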;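 also: 0% = enzyme with DMSO and 100% = wells lacking PAFAH1B2; many of its hits are not listed in these tables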
PREPL inh = human PREPL enzyme inhibition; Q4J6C6; recombinant PREPL, fluorescence polarization activity-based probe; inhibition, % at 5.96 µM; 320,000 compounds, 0.68% hits; in the data active = inhibition above about 43%;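 also: 0% = enzyme with DMSO and 100% = wells lacking enzyme; many of its hits are not listed in these tables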
Target sequence (Q4J6C6 whole entry, looked up): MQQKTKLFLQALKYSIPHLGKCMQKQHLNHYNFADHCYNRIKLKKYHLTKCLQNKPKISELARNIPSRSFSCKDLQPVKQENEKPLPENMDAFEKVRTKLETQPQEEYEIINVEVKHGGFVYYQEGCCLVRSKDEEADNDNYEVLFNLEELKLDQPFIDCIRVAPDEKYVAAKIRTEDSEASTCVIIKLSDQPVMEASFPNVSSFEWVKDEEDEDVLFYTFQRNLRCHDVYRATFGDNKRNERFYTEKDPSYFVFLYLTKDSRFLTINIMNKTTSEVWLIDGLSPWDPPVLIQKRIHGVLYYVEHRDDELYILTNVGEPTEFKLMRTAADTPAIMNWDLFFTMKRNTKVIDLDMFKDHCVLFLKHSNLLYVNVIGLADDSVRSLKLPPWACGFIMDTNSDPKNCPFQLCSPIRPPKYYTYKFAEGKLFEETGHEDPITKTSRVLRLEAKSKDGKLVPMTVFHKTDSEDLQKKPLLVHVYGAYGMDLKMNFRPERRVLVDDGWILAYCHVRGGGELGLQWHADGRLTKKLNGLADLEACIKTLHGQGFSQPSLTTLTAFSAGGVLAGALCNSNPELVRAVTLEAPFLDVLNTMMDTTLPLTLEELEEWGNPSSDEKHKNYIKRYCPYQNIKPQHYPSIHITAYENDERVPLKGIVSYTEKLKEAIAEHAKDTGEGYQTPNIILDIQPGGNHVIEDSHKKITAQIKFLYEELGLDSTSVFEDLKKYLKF
LYPLA2 counter = blocks human lysophospholipase 2, a PME1 counter-screen; O95372; inhibition, % at 5.9 µM; recombinant LYPLA2, FP-Rh probe fluorescence polarization; AID 2177; 320,000 compounds, 0.38% hits;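 active = inhibition above the screen-wide mean plus 3 SD, limit set per campaign, cut at about 26% in these data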;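 also: 0% = LYPLA2 with DMSO and 100% = wells lacking LYPLA2 enzyme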
Target sequence (O95372 whole entry, looked up): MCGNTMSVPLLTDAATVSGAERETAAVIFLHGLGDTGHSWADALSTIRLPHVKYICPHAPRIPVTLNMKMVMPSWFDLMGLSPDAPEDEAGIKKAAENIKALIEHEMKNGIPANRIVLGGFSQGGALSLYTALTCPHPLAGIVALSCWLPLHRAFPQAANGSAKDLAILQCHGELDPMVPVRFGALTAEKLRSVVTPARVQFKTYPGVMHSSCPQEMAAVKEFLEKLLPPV
EBNA-1 inhibitor = blocks EBNA-1 binding to DNA; AID 1950; inhibition, % at 14.8 µM; 300,000 compounds, 0.34% hits; EBNA-1 DNA binding, fluorescence polarization; in the data active = inhibition above about 28%
LYPLA1 counter = counter-screen for PME1 inhibitors: inhibitors of human LYPLA1 | O75608 | recombinant LYPLA1, FP-Rh probe fluorescence polarization | inhibition, % at 5.9 µM | 320,000 compounds, 0.16% hits | AID 2174;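 active = inhibition above the mean of all tested compounds plus 3 SD, set per campaign, cut at about 14% in these data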;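 also: inhibitors block serine hydrolase probe labeling of LYPLA1 so polarization falls; 0% = enzyme with DMSO and 100% = wells lacking LYPLA1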
* = called active by the depositor; nt = no result given; & = joins results of further samples. An excerpt, so the mix of outcomes need not match the whole.

The line under a structure holds: ZTA DNA inh | PAFAH2 FP inh | pPAFAH inh | PAFAH1B3 inh | PAFAH1B2 inh | PREPL inh | LYPLA2 counter | EBNA-1 inhibitor | LYPLA1 counter
Cc1ccc(N2CC(C(=O)Nc3ccc4c(c3)OCCO4)CC2=O)cc1 (stereo unspecified)
  -19.0 | -3.3 | 0.5 | -4.1 | -1.3 | -0.9 | 4.3 | -9.0 | 1.0
CC(=N\NC(=O)c1ccc([N+](=O)[O-])cc1)/C(=N/O)C(=O)Nc1ccccc1
  -5.0 | -5.5 | 4.1 | 7.9 | 5.2 | 6.0 | 0.1 | -2.4 | -5.7
CN(C[C@H](Cc1ccccc1)N(C[C@@H](Cc1cccc2ccccc12)N(CCc1ccccc1)N=O)N=O)N=O
  -3.5 | -4.8 | 2.6 | 16.7 | 3.0 | -1.4 | -7.3 | 7.6 | -0.6
CCCCCCCCCCCCCCCCn1cc[n+](C)c1
  10.7&13.2 | -8.5 | 17.3&19.4 | 4.1 | 1.7 | 23.7&28.9 | 15.7&11.7 | -4.5&3.4 | 5.2&2.6
Clc1ccccc1CN1CCN(/N=C/C=C/c2ccco2)CC1
  4.5 | -0.1 | 1.8 | 4.7 | 0.7 | 14.5 | -2.2 | -3.1 | -0.7
NC(N)=NS(=O)(=O)c1ccc(N=C2C(=O)Nc3ccccc32)cc1
  -4.9 | 4.3 | 2.5 | 10.6 | 7.8 | 11.6 | -9.3 | -9.9 | 2.2
CCc1ccc(NC(=O)CCC(=O)c2ccccc2)cc1
  -15.7 | -1.6 | 2.6 | 1.9 | -2.6 | -2.6 | 6.3 | -12.4 | -1.6
COc1ccc(Br)cc1CNC(=O)C1CCCN(c2nc3ccccc3o2)C1 (stereo unspecified)
  0.0 | 4.7 | -5.0 | 5.4 | 4.6 | -19.9 | -1.3 | 4.0 | -1.5
COc1ccc(OCCNc2cc(N3CCCCC3)ccc2[N+](=O)[O-])cc1
  -6.9 | -10.3 | 7.4 | -0.1 | 1.8 | 13.4 | 6.8 | -2.2 | -2.0
Nc1c2c(nc3cccc(Cl)c13)N(c1ccccc1)CC2
  -1.8 | -4.8 | 2.4 | 11.6 | 3.9 | -0.4 | 7.0 | 3.9 | -0.9
COc1ccc(C2C(C#N)=C3NC(=O)c4c(sc5c4CCCCC5)N3C3=C2C(=O)CC(C)(C)C3)cc1 (stereo unspecified)
  -11.3 | 17.8 | 17.5 | -2.3 | -0.3 | -1.9 | -23.9 | -4.0 | -11.9
NC(=O)c1oc2ccccc2c1NC(=O)CS(=O)(=O)c1ccccc1
  -8.3 | 9.3 | 6.5 | 0.2 | 5.0 | 5.5 | 5.7 | -2.9 | -0.1
COC(=O)c1cc(NC(=O)COC(=O)CCc2nc3ccccc3c(=O)[nH]2)cc(C(=O)OC)c1
  nt | 5.4 | 7.3 | 1.3 | 0.7 | 9.2 | nt | nt | nt
O=C(Nc1ccc(F)cc1)NC1CCCCC1
  -9.3 | 10.1 | 6.1 | -5.0 | 4.4 | 3.6 | 7.2 | -0.8 | 2.4
COc1cc(/C=N/n2cnnc2)ccc1OCCSc1ccc(C)cc1
  4.4 | -0.4 | 11.2 | 0.6 | 24.4* | 7.8 | 0.6 | -4.0 | -2.5
CCOC(=O)c1ccc(S(=O)(=O)NCCN(CC)CC)cc1
  6.2 | 1.2 | 3.2 | -7.6 | -0.3 | -9.3 | 9.8 | -6.8 | 2.9
COc1ccc(CN(C(=O)CN2C(=O)C(C)Oc3ccccc32)C2CCCC2)c(OC)c1 (stereo unspecified)
  0.4 | -2.2 | 3.3 | 2.8 | -0.1 | 5.6 | 4.1 | -2.3 | 1.4
CSc1sc(C(=O)O)c2c1C(=O)CC(C)(C)C2
  -7.6 | 7.9 | 1.4 | 3.0 | 2.8 | -1.8 | 0.9 | 3.1 | -0.5
CC(C)N1CCN(Cc2ccc(C#CCCO)cc2)CC1CCO (stereo unspecified)
  -7.0 | 5.7 | 5.3 | 7.6 | -1.6 | 6.6 | -0.1 | 11.6 | -1.6
COc1ccc(N(C(=O)Cc2cccs2)C(C(=O)NC2CCCCC2)c2cccn2C)cc1 (stereo unspecified)
  0.8 | -2.0 | 7.2 | 2.2 | 4.0 | 10.7 | 4.9 | 3.7 | 3.2
COCCNC(=O)CCc1c(C)nc2c(c(C)nn2-c2ccc(C)c(C)c2)c1C
  -4.5 | 1.2 | 0.5 | 6.4 | 9.4 | 5.2 | 1.3 | -20.6 | -1.5
C=CCOC(=O)C1=C(C)OC(N)=C(C#N)C1c1ccccc1F (stereo unspecified)
  -15.2 | 2.2 | -3.1 | -2.5 | 1.4 | -20.9 | 4.3 | -2.5 | 0.7
Cc1ccc(N(CC(=O)Nc2ccc(F)c(Cl)c2)S(=O)(=O)c2c(C)noc2C)cc1
  12.0 | -14.9 | -4.6 | 8.5 | 3.2 | 2.2 | -47.7 | 2.1 | -19.1
COc1ccccc1N1CCN(C(=O)CSc2ncnc3c2cnn3-c2ccc(C)c(C)c2)CC1
  9.1 | nt | -1.5 | nt | nt | 13.8 | 5.9 | 15.3 | -3.7
Cc1cc(NCCCN(C)C)n2c(nc3ccccc32)c1C#N
  4.5 | -2.4 | 6.5 | 5.1 | 7.5 | 15.4 | -3.3 | 4.7 | 0.3
O=c1cc(CSc2nnc(COc3cccc4ccccc34)o2)c2ccccc2[nH]1
  -12.9 | -6.0 | -1.6 | 8.6 | -2.0 | 0.7 | 0.6 | -10.2 | -3.6
Cc1cc(C(=O)CN2CCC(C)CC2)c(C)n1-c1ccccc1F
  -8.4 | 9.4 | 5.0 | 6.5 | 4.4 | -10.9 | -1.8 | 3.5 | -3.1
COc1ccccc1C(=O)NCCC(=O)NCc1ccncc1
  -8.8 | 6.7 | 1.5 | 10.8 | 7.3 | 2.5 | -1.4 | nt | 1.6
COc1cc(C(=O)N/C(=C\c2cn(C)c3ccccc23)C(=O)NCCCN2CCOCC2)cc(OC)c1OC
  -6.0 | -4.7 | 2.2 | 3.7 | -2.6 | 10.8 | 7.6 | 2.2 | 6.0
COc1cc(C(=O)NCc2ccccn2)ccc1OCc1c(C)noc1C
  12.0 | -2.2 | 1.0 | 3.4 | 3.0 | 7.3 | -2.6 | -0.6 | 4.0
O=[N+]([O-])c1ccc(NS(=O)(=O)N2CCOCC2)cc1
  nt | 7.2 | 1.9 | 2.5 | 4.4 | 17.9 | nt | nt | nt
c1ccc(-c2ccc(-c3nc(-c4ccncc4)no3)cc2)cc1
  6.0 | -6.8 | 4.8 | 6.3 | 0.5 | -2.6 | 3.8 | 9.0 | -3.4
C=C(C)C(=O)OCC(O)COc1ccc(C(C)(C)c2ccc(OCC(O)COC(=O)C(=C)C)cc2)cc1 (stereo unspecified)
  5.5 | -4.4 | -3.9 | 7.6 | 4.2 | -7.7 | -10.4 | -14.0 | -6.2
CCCCOc1ccc(CON(C(C)=O)C(C)=O)cc1Cl
  -9.1 | -8.6 | -2.2 | 3.6 | 1.1 | 3.9 | 6.2 | -9.4 | 4.4
CCN(c1ccc2c(c1)OCO2)S(=O)(=O)c1cc(Br)cc2c1N(C(=O)C1CC1)CC2
  -0.8 | 13.2 | 8.6 | -3.3 | 1.8 | 7.4 | 0.3 | 1.4 | -0.1
NS(=O)(=O)c1ccc(CCNC(=O)c2ccc3ccccc3n2)cc1
  -1.4 | 0.0 | 3.9 | -1.1 | -1.1 | 10.4 | -1.0 | -9.2 | -1.3
NC1=NC(=Nc2ccccc2)c2ccccc21
  -20.5 | -3.6 | -2.6 | -5.0 | -2.9 | 9.5 | 4.8 | -5.2 | 1.6
CC(C)c1ccc(C(=O)Nc2nnc(S(=O)(=O)N3CCOCC3)s2)cc1
  8.9 | -0.1 | -0.6 | 2.1 | 19.3 | -0.4 | 3.8 | 0.1 | 6.5
COC(=O)c1cccc(NC(=O)CC2NCCNC2=O)c1 (stereo unspecified)
  -5.1 | 2.6 | -2.8 | 6.8 | 6.1 | 8.1 | 1.4 | -4.1 | 1.5
O=C(CC1SC(N2CCCCC2)=NC1=O)Nc1cccc(C(=O)Nc2ncccc2O)c1 (stereo unspecified)
  -2.2 | 7.2 | 1.6 | 9.9 | 2.0 | -0.9 | 3.5 | 5.4 | 1.9
Cc1ccc(S(=O)(=O)N(CC(=O)N2CCCCCC2)c2ccccc2F)cc1
  13.2 | 17.4 | 4.2 | 1.8 | 4.1 | -1.2 | -2.5 | 8.3 | 0.1
O=C(CSCCO)Nc1ccc(C2CCCCC2)cc1
  5.4 | -4.5 | 6.9 | 7.5 | 6.6 | -12.9 | 1.9 | -2.6 | 1.3
Cc1cc(NC(=O)COC(=O)C2CCC(=O)N2)c([N+](=O)[O-])cc1C (stereo unspecified)
  0.2 | 3.1 | 0.9 | 5.9 | -0.9 | -1.9 | -0.8 | -2.2 | 1.0
NC(=O)CSc1nnc(NC(=O)c2ccc(S(=O)(=O)N3CCOCC3)cc2)s1
  1.8 | 2.0 | 4.1 | 3.2 | 14.5 | -2.8 | 5.6 | 4.9 | 1.1
Cc1cccc2nc(-c3cccc(NC(=O)c4ccc(Cl)cc4)c3)cn12
  -1.3 | -17.7 | -2.0 | -9.2 | -4.0 | 11.4 | -18.6 | -2.5 | -5.4
O=C1C(NS(=O)(=O)c2ccc(Br)cc2)=C(N2CCCCC2)C(=O)c2ccccc21
  1.2 | 6.2 | 10.7 | 12.4 | 7.6 | 30.8 | 6.5 | 0.0 | -1.5
O=C(Nc1ccccc1F)N(CCCN1CCOCC1)Cc1cc2cc3c(cc2[nH]c1=O)OCCO3
  5.8 | -0.3 | 13.7 | 12.8 | -3.4 | 11.6 | -2.2 | 5.2 | -4.8
CC[C@]12c3[nH]c4cc(-c5ccco5)ccc4c3CCN1C(=O)[C@@H](CC(=O)NCc1ccc(OC)c(OC)c1)C[C@@H]2C(=O)N1CCN(C(=O)C2CC2)CC1
  nt | -0.1 | 10.0 | 3.5 | 3.3 | nt | nt | nt | nt
O=C(COC(=O)c1cc([N+](=O)[O-])ccc1N1CCOCC1)Nc1cc(F)ccc1F
  -2.9 | -0.8 | -2.2 | 8.9 | -0.1 | 17.7 | 0.8 | -0.4 | 0.7
Cc1nn(-c2ccc(C(=O)O)cc2)c(C)c1Oc1ccccc1O
  -3.7 | -0.3 | 2.1 | 9.8 | -1.4 | 14.4 | -2.0 | 0.9 | -1.6
CCn1nc(C)c(CN2CCC(n3nccc3NC(=O)c3ccccc3OC)CC2)c1C
  -12.8 | -4.3 | 3.7 | 1.5 | 1.4 | 4.9 | 5.6 | 1.8 | -0.4
CCOCCCNc1nc2c(C)cccn2c(=O)c1/C=C1\SC(=S)N(C(C)CC)C1=O (stereo unspecified)
  11.0 | -26.0 | -8.3 | -16.0 | -10.7 | -21.0 | -12.9 | 8.9 | -1.7
CCN(CC)C(=O)CSc1nc(N)c2c3c(sc2n1)CC(C)CC3 (stereo unspecified)
  1.6 | 9.6 | -2.8 | 2.0 | 5.9 | 28.8 | 0.5 | 5.7 | 9.3
N#Cc1ccccc1COC(=O)c1cccnc1N
  -1.9 | 2.1 | 1.1 | 4.2 | 3.3 | -4.1 | -2.8 | -9.0 | -4.5
CCN(CC)C(=O)c1ccc(S(=O)(=O)NCc2cccnc2)cc1
  5.0 | -0.6 | 5.5 | 6.0 | 0.9 | -7.8 | 0.5 | 4.8 | 3.9

Screens: PubChem, The Scripps Research Institute Molecular Screening Center
